# DNMT1 inh: inhibitors of human DNMT1 | P26358 | DNMT1 molecular beacon, Hinp1I cleavage, fluorescence | 0.83% of 360,000 active | inhibition (reported as % activation of signal), % at 10 µM | AID 588458; in the data active means inhibition above about 50%
# STEP inh: blocks human striatal-enriched tyrosine phosphatase | P54829 | recombinant STEP, OMFP fluorogenic substrate, fluorescence | inhibition, % at 20 µM | 0.25% of 360,000 active | AID 588621;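 active means inhibition at 20 µM, scaled per plate between control wells, above about 37%, limit read from the data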;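 further: 0% = DMSO with enzyme and substrate and 100% = substrate only without enzyme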
# Target sequence (P54829 whole entry, looked up): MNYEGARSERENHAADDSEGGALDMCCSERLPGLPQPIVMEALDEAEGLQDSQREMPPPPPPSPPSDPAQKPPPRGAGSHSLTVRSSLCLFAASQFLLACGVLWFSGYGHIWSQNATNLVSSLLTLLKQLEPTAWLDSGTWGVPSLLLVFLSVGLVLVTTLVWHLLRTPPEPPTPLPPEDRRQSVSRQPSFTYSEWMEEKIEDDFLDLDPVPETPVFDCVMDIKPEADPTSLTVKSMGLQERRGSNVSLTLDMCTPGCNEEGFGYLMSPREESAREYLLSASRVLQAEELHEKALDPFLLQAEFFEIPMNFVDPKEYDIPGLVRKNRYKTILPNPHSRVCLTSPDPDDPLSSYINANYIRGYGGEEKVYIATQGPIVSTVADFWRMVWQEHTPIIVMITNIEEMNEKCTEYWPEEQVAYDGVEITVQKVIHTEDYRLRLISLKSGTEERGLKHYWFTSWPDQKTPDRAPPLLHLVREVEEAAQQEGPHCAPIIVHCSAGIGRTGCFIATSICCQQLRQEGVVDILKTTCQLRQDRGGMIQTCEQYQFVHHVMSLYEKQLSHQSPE
#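 Test system: STEP tyrosine phosphatase / Reagent: OMFP at 25 µM / Doses: 20 µM, 1% DMSO / Read-out: percent inhibition scaled to no-enzyme and uninhibited-enzyme controls, plate-pattern corrected / Detection: FITC-channel fluorescence of OMFP product / Medium: Bis-Tris buffer pH 6.0, 2.5 mM DTT, 0.005% Tween 20 / Schedule: 20 min at room temperature, dark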
# Scp1 inh: inhibitors of human Scp-1 phosphatase; Recombinant Scp1, phosphopeptide, malachite green phosphate absorbance; AID 493091; 0.88% of 340,000 active; inhibition, % at 20 µM;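 active means inhibition above about 50% at 20 µM, limit read from the data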;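 further: plate controls were DMSO wells with enzyme for no effect and wells lacking enzyme for full effect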
# Target sequence (Q9GZU7 76-261 limits assumed): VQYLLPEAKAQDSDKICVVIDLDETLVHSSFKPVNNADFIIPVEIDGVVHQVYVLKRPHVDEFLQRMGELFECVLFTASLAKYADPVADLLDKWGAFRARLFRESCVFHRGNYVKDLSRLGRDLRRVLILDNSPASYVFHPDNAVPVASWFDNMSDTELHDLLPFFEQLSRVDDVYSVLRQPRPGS
#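 System: truncated SCP-1 phosphatase (76-261aa); medium: Tris acetate buffer pH 5.5 with MgCl2 and Tween-20; incubation: 45 min room-temperature reaction, 5 min colour, 30 min stabiliser; compound: single 20 µM dose, 1% DMSO; reagent: Phosphorylated 17-residue peptide substrate; read-out: % inhibition at 20 µM; technique: colorimetric free-phosphate detection, absorbance 630 nm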
# TbMetRS inhib: blocks T. brucei methionyl-tRNA synthetase activity; purified T. brucei MetRS, ATP depletion, Kinase-Glo luminescence; inhibition, % at 11.9 µM; 0.4% of 360,000 active; AID 624268;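 active means inhibition above a per-plate cutoff of the control wells' mean inhibition plus 3 SD, cut at about 5.5% in these data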;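 further: 0% = DMSO wells median and 100% = median of wells with control inhibitor compound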
#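 Test system: purified T. brucei MetRS enzyme. Also added: ATP, methionine and E. coli bulk tRNA substrates. Compound: 11.9 µM single point. Schedule: 15 min enzyme-compound preincubation, 2 h reaction, 10 min detection, 25 °C. Signal: luciferase luminescence of residual ATP, Kinase-Glo. Evaluation: percent inhibition versus plate control medians. Controls: DMSO wells, low control.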
# MsrA inhibitor: bovine MsrA inhibition; purified bovine MsrA, absorbance read-out; inhibition, % at 15.5 µM; 0.75% of 360,000 active; AID 651718; in the data active means inhibition above about 4.5%;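 further: 0% = vehicle wells with enzyme and 100% = reference inhibitor wells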
# Rpn11 inh: Rpn11 (human) deubiquitinase inhibition | human 26S proteasome, Ub4-pepOG fluorescence polarization; 20S core pre-blocked with epoxomicin | O00487 | calls only at 20 µM | 0.59% of 360,000 active;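 active means inhibition at 20 µM, scaled to each plate's controls, above about 33%, limit read from the data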
# NadD block: blocks S. aureus nicotinate mononucleotide adenylyltransferase; purified NadD enzyme, colorimetric absorbance read-out; inhibition, % at 20 µM; 0.78% of 360,000 active; in the data active means inhibition above about 26%; further: some compounds past the cut are filed as inactive
# CSN deneddyl inh: inhibitors of human CSN-mediated cullin deneddylation. inhibition, % at 12.5 µM. AID 651999. Purified CSN, SCF-Nedd8-OG deneddylation, fluorescence polarization. 0.38% of 360,000 active;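 active means pattern-corrected inhibition above about 35%, with an unprinted fluorescence ratio check between 0.5 and 1.5, limit read from the data, passing the limit was not always enough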;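 further: 0% = enzyme with substrate and 100% = substrate without enzyme; some results filed as inactive read as strong as hits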
#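 Assay system: HEK293T-derived human Csn5 enzyme; quantity: 0.24 nM enzyme; medium: Tris/NaCl/DTT buffer, pH 7.5; also added: substrate SCFSkp2-Nedd8OG, 10 nM; doses: 12.5 µM compound; schedule: 90 min reaction at room temperature; signal: FP; read-out: % inhibition of substrate cleavage by Csn5; benchmarks: substrate-only high control, full reaction low control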
# SUMO1 PPI mod: modulators of human SUMO1-mediated protein-protein interactions | 0.33% of 360,000 active | AID 602429 | P63165 | inhibition, % at 20 µM | SUMO1 binding to a labelled peptide, TR-FRET, 1 h; in the data active means inhibition above about 37%
# Target sequence (P63165 whole entry, looked up): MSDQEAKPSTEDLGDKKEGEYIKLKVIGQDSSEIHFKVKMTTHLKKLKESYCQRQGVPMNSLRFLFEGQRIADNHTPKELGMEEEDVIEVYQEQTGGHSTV
# LMPTP inh: blocks human LMPTP phosphatase. recombinant LMPTP-A, OMFP fluorogenic substrate, fluorescence intensity. inhibition, % at 20 µM. 0.22% of 360,000 active;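 active means compounds that cut the enzyme signal by at least half of the control window in the single-dose screen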;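 further: plate controls were DMSO wells with enzyme plus substrate for no effect and substrate without enzyme for full effect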
# Target sequence (P24666 whole entry, looked up): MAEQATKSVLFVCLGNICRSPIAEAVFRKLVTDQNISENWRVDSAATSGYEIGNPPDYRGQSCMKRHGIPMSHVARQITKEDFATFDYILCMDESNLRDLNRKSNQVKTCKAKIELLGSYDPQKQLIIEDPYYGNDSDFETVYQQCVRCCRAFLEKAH
#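 material = LMPTP-A | quantity = 0.625 nM enzyme | reagent = OMFP substrate, 400 µM final | buffer or medium = Bis-Tris pH 6.0, DTT, detergent | detection = endpoint fluorescence intensity from OMFP dephosphorylation | dosing = single 20 µM dose | read-out basis = % inhibition relative to no-enzyme and uninhibited control wells | control set = no-enzyme and uninhibited controls | timing = 50 min at room temperature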
# * = called active by the depositor; i = inactive; . = no result given.
SMILES,DNMT1 inh,STEP inh,Scp1 inh,TbMetRS inhib,MsrA inhibitor,Rpn11 inh,NadD block,CSN deneddyl inh,SUMO1 PPI mod,LMPTP inh
CC(C)c1ccc(NS(=O)(=O)c2ccc3c(c2)NC(=O)CO3)cc1,-1,-3,-11,0.1,1.1,i,-8,2,3,0.4
CCN(CC)c1ccc(/C=N/N2CCN(Cc3ccccc3)CC2)c(O)c1,2,-1,-14,-0.5,1.7,i,-3,5,-5,2.0
COc1ccccc1C1NC(=O)CS1 (centres undefined),3,-3,-2,-0.8,-1.7,i,3,-3,4,-1.3
COc1cc2c(cc1OC)C(C)N(C(=O)CCN1C(=O)C3C4C=CC(C4)C3C1=O)CC2 (centres undefined),2,-5,-6,1.2,0.9,i,0,2,9,0.5
CCN(CC)c1c([N+](=O)[O-])ncn1C,2,1,-2,-0.9,0.5,i,-7,-1,-5,-1.8
COc1ccc(-c2nc3cc([N+](=O)[O-])ccc3o2)cc1,1,5,-9,0.2,-1.2,i,-8,3,2,19
CC(=O)N1CCN(C(=O)c2cc(S(=O)(=O)N3CCN(c4ccccc4)CC3)ccc2Cl)CC1,-3,1,-1,0.4,0.2,i,-1,0,2,-0.9
O=C(Nc1nnc(C2CC2)s1)C1CCCO1 (centres undefined),3,-1,-3,0.4,-0.1,i,-2,0,0,-0.8
COC(=O)C1(C(=O)OC)C[C@H](/C=C/c2ccccc2)N(Cc2ccccc2OC)[C@@H]1c1cccc(Br)c1,.,.,.,-0.5,-0.2,.,.,12,0,1.9
COc1ccc(N2CC(C(=O)N/N=C/c3ccc([N+](=O)[O-])cc3)CC2=O)cc1 (centres undefined),-1,2,3,-0.1,1.6,i,-4,-1,-23,-0.9
N#C/C(=C/c1ccc(OCc2ccccc2)cc1)C(=O)NC1CCCCC1,47,-3,-8,-0.7,-1.4,i,5,3,-1,0.3
O=C(Cn1nnc(-c2cccs2)n1)N1CCOCC1,9,-5,0,-1.9,-0.4,i,-3,2,-3,-0.8
CCNc1ccc(C(=O)OCC(=O)Nc2cc(C)on2)cc1[N+](=O)[O-],9,-2,8,-0.3,0.4,i,-3,-6,-11,3.0
COc1ccc(CC(=O)N(c2ccccc2)c2nc(C)cs2)cc1,2,1,-2,-0.7,-0.4,i,1,-16,5,-0.2
O=C(CN1CCN(C(=O)c2ccc(-c3nc4ccccc4s3)o2)CC1)Nc1cccc(F)c1,14,-4,.,0.1,0.7,i,1,5,1,-2.2
CCn1cc(C(=O)N2CC(C)CC(C)C2)c(=O)c2cc(S(=O)(=O)N3CCCC3)ccc21 (centres undefined),2,0,1,0.2,2.6,i,1,-4,0,-1.4
CCOC(=O)C1(NC(=O)CN2C(=O)c3ccccc3C2=O)CCCC1,-4,7,-3,-0.1,-0.5,i,2,-5,3,-2.0
COCCNc1nc(-n2nc(C)cc2C)nc2sc3c(c12)CCCC3,-16,-2,18,-1.5,0.1,i,8,2,0,3.0
Cn1c(C(=O)N2CCCC(Nc3ccc(F)cc3)C2)cc2ccccc21 (centres undefined),2,1,7,-0.1,-0.6,i,2,0,3,1.0
Clc1cc(Br)ccc1OCCCNCc1ccccc1,0,-1,3,3.3,-0.8,i,3,-15,3,-0.7
COc1cc(C(=O)Nc2ccc(N3CCOCC3)cc2)ccc1OCc1c(C)noc1C,-4,-2,8,-0.6,0.5,i,-4,4,-4,-1.0
Clc1cc(Br)ccc1OCCOCCOc1cccc2cccnc12,-9,1,-1,0.1,-1.1,i,-1,-1,-7,10
O=C(OC1Cn2c(=O)ccc(=O)n2C1)c1ccc([N+](=O)[O-])cc1,-2,-4,-5,0.9,-0.6,i,0,-1,-13,-1.8
COc1ccc(C(=O)N2CCC(C(=O)NC3CC3)CC2)cc1,-2,1,-9,-0.5,0.5,i,1,-4,-1,-0.6
O=C(COc1ccc(Br)cc1Br)NC(=O)NC1CCCC1,2,2,-12,2.1,0.1,i,-4,0,-6,2.4
CN(C)CCOc1ccccc1-c1ccccc1,2,1,76*,0.6,0.0,i,-4,1,0,-2.6
Cc1ccc(NCC(=O)N/N=C/c2cccc(Oc3ccccc3)c2)cc1,-13,0,-4,-1.4,2.0,i,3,2,8,1.7
Nc1nncn1C(=O)CCCOc1ccc(Cl)cc1Cl,2,-9,-2,1.1,-0.4,i,0,11,2,-0.7
Cc1ccccc1CNc1nnnn1C,2,-3,-2,0.5,-0.1,i,-3,-5,0,-0.3
O=[N+]([O-])c1cccc(S(=O)(=O)Nc2cccc(-c3ccc(N4CCOCC4)nn3)c2)c1,0,-2,1,-0.7,-0.8,i,11,-1,-13,2.7
CCN(CC)S(=O)(=O)c1ccc(NS(=O)(=O)c2ccc(F)cc2)cc1,5,-1,-5,0.3,0.9,i,-4,-3,3,-0.4
O=c1cc(-c2ccccc2Cl)oc2cc(O)cc(O)c12,2,18,9,0.5,0.3,i,-5,9,8,44
O=C(CSc1nnc(Cn2nnc3ccccc32)o1)N(Cc1ccc(F)cc1)c1ccccc1,-5,-2,-8,-0.8,1.0,i,-8,3,2,2.0
Cc1nn(-c2ccc(Cl)c(Cl)c2)c(=O)c2ccccc12,19,0,0,-0.9,0.4,i,2,2,-7,-3.6
CCN(CC)C(=O)C1=C(C)N(Cc2ccc(F)cc2)C(=O)C(CC(=O)NCc2cccc3ccccc23)C1 (centres undefined),-1,0,.,-0.1,-1.3,i,-2,5,-3,-0.3
CCOc1ccccc1NC(=O)Nc1cc(S(=O)(=O)N(C)C)ccc1C,-1,-2,73*,0.2,0.3,i,-1,0,1,-0.5
CN(C)N1C(N)=C(C#N)C(c2ccc(Br)cc2)C2=C1CCCC2=O (centres undefined),-5,1,0,-0.3,2.5,i,2,-5,-9,-0.3
c1ccc(-c2nnc(-c3ccccc3)nn2)cc1,9,-3,-11,-0.1,-1.2,i,2,2,-7,-0.8
C[C@@H]1CC[C@]2(O[C@@H](CCO)C[C@H](O)[C@H]2O)O1,-1,1,-8,-0.3,0.9,i,1,2,-3,-0.6
CCCNC(=O)Cn1c(=O)/c(=C/c2ccc(-c3ccc([N+](=O)[O-])cc3)o2)s/c1=C\C(=O)C(C)(C)C,30,-37,-10,0.3,0.7,.,25,65,-28,4.2

# Fetched by compound from above, 4 records:
SMILES,DNMT1 inh,STEP inh,Scp1 inh,TbMetRS inhib,MsrA inhibitor,Rpn11 inh,NadD block,CSN deneddyl inh,SUMO1 PPI mod,LMPTP inh
Cc1nn(-c2ccc(Cl)c(Cl)c2)c(=O)c2ccccc12,19,0,0,-0.9,0.4,i,2,2,-7,-3.6
O=C(CSc1nnc(Cn2nnc3ccccc32)o1)N(Cc1ccc(F)cc1)c1ccccc1,-5,-2,-8,-0.8,1.0,i,-8,3,2,2.0
CN(C)N1C(N)=C(C#N)C(c2ccc(Br)cc2)C2=C1CCCC2=O (centres undefined),-5,1,0,-0.3,2.5,i,2,-5,-9,-0.3
CCN(CC)S(=O)(=O)c1ccc(NS(=O)(=O)c2ccc(F)cc2)cc1,5,-1,-5,0.3,0.9,i,-4,-3,3,-0.4

# The list continues.
SMILES,DNMT1 inh,STEP inh,Scp1 inh,TbMetRS inhib,MsrA inhibitor,Rpn11 inh,NadD block,CSN deneddyl inh,SUMO1 PPI mod,LMPTP inh
CCN(CC)S(=O)(=O)c1ccc2c(c1)c(=O)c(C(=O)NCCc1ccccc1)cn2C,-1,-2,-16,-0.7,-0.1,i,-3,2,1,1.7
Cc1cc(N)n(-c2ccc(S(=O)(=O)N3CCCC3)cc2[N+](=O)[O-])n1,0,-1,-2,-0.1,0.3,i,-4,-2,19,-0.2
COc1ccc(-c2ccc3c(c2)c(-c2cccs2)c(-c2cc(OC)cc(OC)c2)n3C)cc1,7,-2,-14,-0.3,0.5,i,9,7,-8,0.7
COc1cccc(-n2nnc3c(=O)n(Cc4ccccc4F)cnc32)c1,0,-1,-3,0.0,-1.0,i,-6,1,2,1.3
COC(=O)C1CCN(C(=O)COC(=O)c2cccc(NS(=O)(=O)c3ccccc3)c2)CC1,3,4,-1,0.0,0.1,i,-5,4,3,0.2
CN(Cc1ccccc1)C(=O)c1ccc2c(c1)S(=O)(=O)N=C1CCCCCN12,0,0,-13,-0.2,-0.2,i,5,3,-5,1.8
O=C(O)CCC(=O)OCc1c(-c2ccccc2)ncc2ccccc12,6,-1,0,-0.5,-0.7,i,-3,2,-8,-0.6
Cc1cc(Nc2nc(Cl)c(Cl)cc2Cl)n(-c2ccccc2)n1,0,-1,-4,-0.3,2.1,i,-3,-2,1,2.3
O=C(Cn1c(=O)[nH]c2ccccc2c1=O)N1CCN(c2cccc(Cl)c2)CC1,-2,-1,2,-0.8,0.6,i,-1,0,1,1.0
O=C(CCN1C(=O)C2C3C=CC(C3)C2C1=O)Nc1ccccc1F (centres undefined),76*,-2,-4,-0.6,1.0,i,3,1,0,-0.4
Cc1ccc(CN2CCNC(=O)C2CC(=O)N(C)C(C2CC2)C2CC2)o1 (centres undefined),-1,2,-7,-0.8,-0.2,i,-2,-2,2,-1.2
COc1ccc(S(=O)(=O)NC2CCCC2)cc1Cl,1,0,-5,0.2,-1.0,i,-3,0,-1,0.2
Cc1ccc(C)c(OCCCNC2CCCC2)c1C,2,3,5,-1.2,2.2,i,-5,-21,0,1.4
O=C(N/N=C/c1ccco1)/C(=C/c1cccc([N+](=O)[O-])c1)NC(=O)c1ccccc1,-4,2,-5,0.1,5.4*,i,3,-1,-29,-1.6
COc1ccc(Br)cc1C1=CC(=O)C[C@H](c2ccc(F)cc2)C1,-11,0,.,-0.5,-1.0,i,3,3,1,3.4
COC(=O)C1(CO)NC(c2cccs2)C2C(=O)N(c3ccccc3)C(=O)C21 (centres undefined),1,0,-6,-0.3,-0.6,i,0,3,3,-1.0
CC(C)Cc1ccc(-c2cc3nc(NCCOc4ccccc4)ccn3n2)cc1,-23,-3,.,-0.3,0.6,i,5,2,2,4.0
COc1cc(C(=O)NC2(C(F)(F)F)NC(=O)N(CCCc3ccccc3)C2=O)cc(OC)c1OC (centres undefined),0,-6,-14,0.1,0.1,i,-7,3,4,0.7

# Compound activity from PubChem.

# Not a hit list, and some 3.9% of all compounds hit somewhere here.
